Bioassay records: PubChem, several laboratories
HEK293 NOD2/NF-kB = NOD2 signaling inhibitors, cell-based, luminescence, uHTS, HEK293 (AID 1566); HEK293 NOD2/NF-kB luciferase reporter, luminescence; higher % means a stronger effect; actives 0.63% (n = 290,000); one-dose inhibition, % at 4 µM; EC50 in µM for titrated hits; note: many of its hits are not listed in these tables
West Nile virus CPE = inhibition of WNV-induced cytopathic effect – cell-based, CPE readout (AID 1621); West Nile virus-infected cells, CPE inhibition; higher % means a stronger effect; CPE inhibition, % at 10 µM, or IC50 in µM where a hit was titrated; actives 0.02% (n = 290,000); in the data active = a potency from the dose series; inconclusive = CPE inhibition mostly from about 3.7% at the one dose, without a potency; inactive = the rest, 99 in 100 with CPE inhibition below about 2.2%; note: strong numbers were not always called active
KOR beta-arrestin-1 = KOR agonists, beta-arrestin recruitment, primary screen, cell-based, luminescence, uHTS (AID 1777); KOR beta-arrestin recruitment, luminescence; higher % means a stronger effect; activation, % at 10 µM, or EC50 in µM where a hit was titrated; actives 0.02% (n = 280,000); in the data active = activation above about 50%, passing the limit was not always enough; note: a part of the inactive calls stands beside numbers as strong as those of hits
Dengue-2 NS5 capping = Dengue-2 NS5 methyltransferase inhibitors, primary screen, biochemical, confirmation dose response (AID 588689). actives 0.3% (n = 340,000). Dengue-2 NS5 methyltransferase capping enzyme assay, biochemical; higher % means a stronger effect. inhibition, % at 25 µM; hits with a dose series show IC50 in µM; in the data active = a potency from the dose series; inconclusive = inhibition above about 29% without an active follow-up result
NOD1 inhibition = NOD1 signaling inhibitors, primary screen, cell-based, luminescence, uHTS (AID 1578) | inhibition, % at 4 µM, or EC50 in µM where a hit was titrated | actives 1% (n = 290,000) | NOD1-driven NF-kB luciferase reporter cells, luminescence; higher % means a stronger effect; in the data active = inhibition mostly above about 36%, no sharp cut-off; inactive = mostly below about 34%;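 note: HEK-293T reporter cells stimulated with the NOD1 agonist gamma-tri-DAP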
AID2073 = inhibitors of Mint1-CaV2.2 protein interaction, biochemical, HTRF (AID 2073). HTRF protein-protein interaction, Mint1-CaV2.2; higher % means a stronger effect. inhibition, % at 20 µM, or IC50 in µM where a hit was titrated. actives 0.19% (n = 290,000); in the data active = inhibition mostly above about 51%, no sharp cut-off; inconclusive = no clear call, values can overlap the other calls; inactive = mostly below about 53%; note: some results filed as inactive read as strong as hits
HIV peptide binding = cell-free HIV fusion peptide-binding blockers – biochemical, uHTS, fluorescence dequenching, primary screen (AID 1986); cell-free peptide binding, fluorescence dequenching, 30 min; higher % means a stronger effect; actives 0.3% (n = 290,000); inhibition, % at 20 µM, or IC50 in µM where a hit was titrated; in the data active = inhibition mostly above about 52%, no sharp cut-off; inactive = mostly below about 76%; note: some results filed as inactive read as strong as hits
KOR beta-arrestin-2 = KOR antagonists, beta-arrestin recruitment, cell-based, luminescence, uHTS (AID 1778). KOR beta-arrestin recruitment, luminescence, antagonist mode; higher % means a stronger effect. inhibition, % at 10 µM, or IC50 in µM where a hit was titrated. actives 0.091% (n = 290,000); note: strong numbers were not always called active
Yfh1-depleted yeast = mitochondrial function rescue without frataxin homolog – Friedreich's ataxia, plus single-dose screen, dose response (AID 1465); S. cerevisiae Yfh1-off respiration, WST-1 reduction, 72 h; higher fold induction means a stronger effect; one-dose fold induction at 50 µM; EC50 in µM for titrated hits; actives 0.074% (n = 220,000);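 active = fold induction of absorbance versus untreated yeast above a set limit, then at least 30% activation at any dose in follow-up; inconclusive = repeats straddling the limit, or above it without dose testing; inactive = fold induction below the set limit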;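 note: activators that raise dye reduction in frataxin-depleted yeast; strong numbers were not always called active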
* marks the source's active call; other numbers are inactive results; i = inactive; ? = inconclusive; . = no result given; [ ] = dose if it differs, or a comment. Cut-off read from the data, not from the text of the source, unless noted: active = inhibition above about 50%; inactive = the rest. This is a subset. The share of hits here may be higher or lower than overall.

Below each SMILES: HEK293 NOD2/NF-kB | West Nile virus CPE | KOR beta-arrestin-1 | Dengue-2 NS5 capping | NOD1 inhibition | AID2073 | HIV peptide binding | KOR beta-arrestin-2 | Yfh1-depleted yeast
O=C1CSC(c2ccc([N+](=O)[O-])cc2)N1C1CCCCC1 (configuration not stated)
    -6% | -0.9% | -6.9% | 5% | -25% | 11% | 2.8% | 34% | i
COc1ccc(C(=O)Nc2cc(=O)n(C)c(=O)n2C)cc1OC
    5% | -0.1% | 8.8% | 1% | 14% | -1% | 1.2% | 4% | i
COc1ccc(S(=O)(=O)Nc2c(C(=O)O)[nH]c3ccc(OC)cc23)c(OC)c1
    2% | 0.7% | -3.8% | 25% | -6% | -30% | 1.5% | -10% | .
CCc1ccc(C(C(=O)NC2CCCC2)N(C(=O)c2csnn2)C2CC2)cc1 (configuration not stated)
    14% | -0.8% | -1.9% | -3% | -24% | -1% | 0.4% | 19% | .
Cc1cc(NC(=O)CCC(=O)N(c2cccc(F)c2)C(C(=O)NC2CCCC2)c2ccncc2)no1 (configuration not stated)
    8% | -0.4% | . | -1% | 2% | -7% | -3.4% | 6% | i
COC(=O)CSc1cccc2c1C(=O)CC2c1ccccc1 (configuration not stated)
    19% | -0.3% | 1.2% | -5% | 4% | 2% | 0.4% | 10% | .
COc1ccc(-c2nnc(SCC(=O)N3CCOCC3)o2)cc1OC
    -4% | -0.4% | -3.2% | -13% | -20% | 7% | -1.3% | 7% | i
CCC(CC)c1nnc(NC(=O)c2ccc(S(=O)(=O)N3CCc4ccccc4C3)cc2)s1
    8% | -0.1% | -2.6% | 6% | -20% | 5% | -0.4% | 4% | i
Cc1cc(NC(=O)CSc2nc(N)c(NC(=O)c3ccco3)c(=O)[nH]2)no1
    0% | -0.1% | 3.9% | -4% | 7% | 12% | 0.4% | -6% | i
Cc1ccc(-n2nnc3c(=O)n(CC(=O)NCc4ccccc4)cnc32)cc1
    2% | -0.2% | -0.8% | -4% | -28% | 15% | 1.8% | -4% | i
CCCN1CCN(CCCNC(=O)c2cc3c(=O)n(C)c4ccccc4c3n2C)CC1
    7% | 0.9% | -1.9% | -4% | -29% | -4% | -1.8% | -7% | i
Cc1ccc(C)c2nc(N3CCCC3)c(C#N)cc12
    12% | -0.2% | -0.8% | -2% | -19% | -6% | 0.7% | -34% | i
CCCn1c(SCC(=O)Nc2ccccc2OC)nnc1-c1ccco1
    -19% | 1.5% | -3.5% | -7% | 2% | 21% | 0.2% | -31% | .
O=[N+]([O-])c1ccc(N2CCN(c3nc(-c4ccc(Cl)cc4)cs3)CC2)cc1
    12% | -0.3% | -2.8% | 4% | 10% | -2% | 0.8% | 5% | i
Cc1ccc(C(=O)O/N=C/c2ccc3c(c2)OCO3)cc1
    18% | 0.0% | -1.3% | -1% | -20% | 4% | 2.3% | . | i
CCN(CC)C(=O)CSc1nnc(SCc2ccc(Cl)cc2)s1
    15% | -0.5% | 2.4% | 2% | 26% | -4% | 0.4% | -6% | i
CCc1ccc(NC(=O)c2ccc3c(c2)C(=O)N(CCOC)C3Nc2ccc(CC)cc2)cc1 (configuration not stated)
    -18% | 0.1% | 6.1% | -1% | -17% | 32% | 3.5% | -33% | i
CCc1c(C)nc2cc(-c3cccs3)[nH]n2c1=O
    -12% | -0.1% | -2.2% | -2% | -45% | 16% | -2.6% | 21% | i
CC(C)CCNC(=O)NC(=O)COC(=O)/C=C/c1cccc([N+](=O)[O-])c1
    0% | -0.4% | 5.1% | -5% | 14% | -6% | -2.5% | -11% | i
CCOC(=O)CS(=O)(=O)c1ccc2ccccc2c1
    4% | 0.2% | -1.5% | -2% | -14% | 2% | 1.2% | -2% | i
CC(C)NC(=O)c1ccc2c(c1)S(=O)(=O)c1ccccc1C2=O
    15% | -0.1% | 1.1% | -5% | 3% | -7% | -0.4% | -11% | i
COc1ccc(-c2csc(NC(=O)Cc3ccccc3F)n2)cc1OC
    34% | 0.3% | 9.2% | -4% | 4% | -2% | 1.9% | -41% | .
COCCN(C(=O)c1csnn1)C(C(=O)NC1CCCC1)c1ccccc1 (configuration not stated)
    7% | -0.2% | 1.1% | -2% | -22% | 4% | -0.1% | -7% | .
Cc1ncc(CN2CCN(C(C)C)C(CCO)C2)s1 (configuration not stated)
    6% | -0.3% | -0.9% | . | -28% | -2% | -1.0% | -13% | i
CC1=NNC(=O)C1CC(=O)N/N=C/C=C/c1ccccc1 (configuration not stated)
    6% | 0.1% | -1.2% | -9% | 11% | -1% | -2.0% | 19% | i
CCSc1nccc(-c2nn(-c3ccc(C)cc3)ccc2=O)n1
    -10% | ? | 1.4% | 1% | 12% | 4% | -0.5% | -6% | i
COc1cccc(Nc2nc(C)cc(C)c2C#N)c1
    5% | 0.2% | -2.6% | -6% | -14% | 17% | 1.4% | 3% | .
Cc1ccc(NC(=O)/C(C#N)=C/c2ccccc2C(F)(F)F)cc1
    -27% | 0.2% | 3.5% | 4% | -32% | 4% | -2.0% | -18% | i
CC1(C)C=C(c2ccc(C=O)s2)CC(C)(C)N1C=O
    10% | 0.1% | 2.6% | -4% | -7% | -29% | -0.2% | 10% | i
COc1ccc(Cc2nnc(SCC(=O)N3CCc4ccccc4C3)o2)cc1
    -11% | -0.7% | -1.2% | -3% | -24% | -12% | 13% | -22% | i
CCOC(=O)Cn1nnc(-c2ccc(SC)cc2)n1
    11% | 0.3% | -5.8% | -8% | -10% | 4% | -1.0% | 20% | i
CCOc1ccc2nc(N3CCC(C(=O)N4CCN(C5CCCCC5)CC4)CC3)sc2c1
    -9% | 0.5% | 4.7% | -1% | 21% | 21% | 0.1% | -28% | i
O=C(NN=C1CCC(c2ccccc2)CC1)c1ccccc1-n1cccc1 (configuration not stated)
    7% | -0.2% | -2.0% | -4% | -26% | 0% | 0.2% | 1% | i
Cc1c(C(=O)Nc2cccc(Cl)c2)c2ccccn2c1CCc1ccncc1
    -20% | -1.2% | -2.9% | -17% | -3% | 0% | 3.3% | 4% | i
O=C(CSc1nc2ccccc2[nH]1)N/N=C/c1ccncc1
    18% | -0.5% | -0.3% | . | 1% | -3% | -0.3% | 16% | i
CCOC(=O)CSc1nc(-c2ccccc2)ns1
    -1% | -0.1% | -1.6% | 2% | -36% | -2% | 0.6% | -9% | i
Cc1[nH]n(-c2ccccc2)c(=O)c1/C=C1\C=NN=C1c1ccccc1
    1% | 0.4% | 3.3% | 8% | 3% | 18% | -2.2% | -11% | i
Cn1c(=O)n(C)c2cc(/C=N/NC(=S)NCc3ccccc3)ccc21
    -16% | -0.4% | 2.1% | -5% | -24% | -12% | -1.2% | -40% | i
Cc1ccc(Oc2ccc(S(=O)(=O)NCC(C)(C)N3CCOCC3)cc2)cc1
    16% | -0.6% | -0.1% | 2% | 11% | -4% | 0.2% | -48% | .
Cc1c(Cl)cccc1NC(=S)N1CCN(c2ccccn2)CC1
    11% | 0.1% | 0.2% | -1% | -20% | ? | 21% | -4%[20 µM] | i
COc1ccccc1/C=C/C(=O)/C=C/c1ccccc1O
    50%* | -0.8% | . | -7% | 94%* | 0% | 0.1% | -5% | i
CCOC(=O)N1CCN(C(=O)c2cn(C)c3ccc(S(=O)(=O)N(C)C4CCCCC4)cc3c2=O)CC1
    8% | -0.4% | -2.0% | -2% | -14% | -7% | -1.0% | -15% | .
Cn1nnc(C(O)CN2CCOCC2)n1 (configuration not stated)
    -2% | 0.1% | 8.1% | 8% | 6% | 0% | -4.6% | 36% | i
Cc1cc(=O)n2nc(N3CCC(C(=O)NC4CCCc5ccccc54)CC3)sc2n1 (configuration not stated)
    11% | 0.1% | -0.9% | 2% | -20% | -1% | -2.0% | 6% | i
CCOC(=O)c1c(C)nc(C)c(C(=O)OCC)c1-c1ccc(O)c(OC)c1
    20% | -0.6% | 0.3% | -6% | -28% | 2% | -2.4% | 7% | i
COc1ccc(CN2CCNC(=O)C2CC(=O)NC2CC(C)(C)CC(C)(C)C2)cc1OC (configuration not stated)
    -4% | -0.1% | 5.6% | -8% | -20% | -5% | 2.4% | -29% | .
O=C(Nc1cccc(NC(=O)c2c(F)cccc2F)n1)c1c(F)cccc1F
    11% | 0.2% | 3.8% | -4% | -4% | 4% | -0.7% | 9% | .
O=C(NCC1CCCO1)c1ccc(N2CCCCC2)nc1 (configuration not stated)
    -31% | -0.5% | -0.5% | 1% | -33% | 11% | -0.5% | 18% | i
CC(=O)c1sc(NC(=O)c2ccc(COc3ccccc3Cl)o2)nc1C
    -12% | -0.2% | -4.8% | 3% | -4% | 25% | -0.4% | -19% | .
C=CCOc1ccc(CNc2ccc3[nH]c(=O)[nH]c3c2)cc1
    18% | -1.0% | . | 0% | 2% | 6% | -0.4% | -29%[20 µM] | ?
CCC1(CC)Cc2ccccc2-c2nc(-c3ccccc3)oc(=O)c21
    -3% | -0.3% | 2.6% | -6% | 23% | 1% | -0.3% | -23% | i
Cc1ccc(S(=O)(=O)c2c(C)nn(C(C)(C)C)c2OC(=O)c2ccc(Br)o2)cc1
    7% | -0.1% | 0.3% | 7% | 6% | 2% | 0.6% | 16% | i
CCOC(=O)c1c(C)nc(C)c(C(=O)OCC)c1-c1ccc(Br)cc1
    -18% | -0.6% | -0.5% | -2% | -17% | -2% | 1.8% | -28% | i
Cc1ccc(S(C)(=O)=NC(=O)NC(=O)c2c(Cl)cccc2Cl)cc1 (configuration not stated)
    0% | 0.8% | 0.5% | -8% | -3% | 30% | -1.0% | 27% | i
O=C(O)c1cc(-c2ccco2)nn1-c1cccc(Cl)c1
    10% | -0.4% | -1.8% | -15% | -30% | 87% | 74%* | 12% | i
Cc1cccc(CN2C(=O)c3ccccc3S(=O)(=O)c3ccc(C(=O)NCCCN4CCCC4)cc32)c1
    25% | -1.2% | -2.6% | 1% | -16% | 8% | -0.1% | -36% | .
COc1ccc(OC)c(Cc2nnc(CCC(=O)N3CCN(C4CCCC4)CC3)o2)c1
    -21% | -0.8% | 3.2% | -6% | -46% | -4% | 0.5% | -19% | .
CCCc1cc(=O)[nH]c(SCC(=O)c2c[nH]c3ccccc23)n1
    11% | 0.3% | 2.8% | 3% | -39% | 17% | 0.3% | 8% | i
CN(CCCNC(=O)C1CCC(=O)N1Cc1ccccc1Cl)c1ccccc1 (configuration not stated)
    3% | -0.5% | -0.9% | 0% | 7% | -2% | 0.0% | 7% | i
COc1cc(C(C(=O)NC2CCCC2)N(C(=O)c2snc(C(N)=O)c2N)C2CCCC2)cc(OC)c1OC (configuration not stated)
    5% | -0.6% | 1.3% | -2% | -10% | 15% | -0.3% | 2% | .
Clc1ccc(-c2cn3cc(Cl)ccc3n2)cc1
    -172% | -0.7% | -0.6% | 1% | 1% | 4% | -0.5% | 17% | .
Cc1nc(/C(N)=N/OC(=O)c2cccc(Cl)c2)c(C(F)(F)F)o1
    14% | 0.4% | -1.9% | 3% | -2% | -2% | -0.4% | 30% | i
COC(=O)Cn1c(C)c(C(C)=O)c(C(C)=O)c1C
    2% | 0.2% | -9.5% | -3% | -10% | 5% | -2.8% | -22% | i
